# Assay outcomes as filed in PubChem BioAssay.
# STK33 kinase inh: inhibitors of purified STK33 kinase, primary screen, biochemical, ADP-Glo luminescence, homogeneous, cell-free; MBP phosphorylation; 320,000 tested, 0.073% active; inhibition, % at 10 µM;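 active = inhibition at or above 25%, using the most active replicate where run in duplicate; inactive = inhibition below 25%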
# KCNQ2 block: KCNQ2 potassium channel inhibitors, primary screen, cell-based, CHO-K1, FluxOR thallium flux, B-score (AID 2156). Potassium voltage-gated channel subfamily KQT member 2 (Rattus norvegicus), O88943. 20 min; stronger effect = lower value. B-score at 10 µM. 310,000 tested, 1.1% active;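 active = fluorescence ratio B-score at most minus 3 library SDs, with starting brightness B-score within 2 library SDs, cut at about -5.5 in these data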
# Target sequence (O88943 whole entry, looked up): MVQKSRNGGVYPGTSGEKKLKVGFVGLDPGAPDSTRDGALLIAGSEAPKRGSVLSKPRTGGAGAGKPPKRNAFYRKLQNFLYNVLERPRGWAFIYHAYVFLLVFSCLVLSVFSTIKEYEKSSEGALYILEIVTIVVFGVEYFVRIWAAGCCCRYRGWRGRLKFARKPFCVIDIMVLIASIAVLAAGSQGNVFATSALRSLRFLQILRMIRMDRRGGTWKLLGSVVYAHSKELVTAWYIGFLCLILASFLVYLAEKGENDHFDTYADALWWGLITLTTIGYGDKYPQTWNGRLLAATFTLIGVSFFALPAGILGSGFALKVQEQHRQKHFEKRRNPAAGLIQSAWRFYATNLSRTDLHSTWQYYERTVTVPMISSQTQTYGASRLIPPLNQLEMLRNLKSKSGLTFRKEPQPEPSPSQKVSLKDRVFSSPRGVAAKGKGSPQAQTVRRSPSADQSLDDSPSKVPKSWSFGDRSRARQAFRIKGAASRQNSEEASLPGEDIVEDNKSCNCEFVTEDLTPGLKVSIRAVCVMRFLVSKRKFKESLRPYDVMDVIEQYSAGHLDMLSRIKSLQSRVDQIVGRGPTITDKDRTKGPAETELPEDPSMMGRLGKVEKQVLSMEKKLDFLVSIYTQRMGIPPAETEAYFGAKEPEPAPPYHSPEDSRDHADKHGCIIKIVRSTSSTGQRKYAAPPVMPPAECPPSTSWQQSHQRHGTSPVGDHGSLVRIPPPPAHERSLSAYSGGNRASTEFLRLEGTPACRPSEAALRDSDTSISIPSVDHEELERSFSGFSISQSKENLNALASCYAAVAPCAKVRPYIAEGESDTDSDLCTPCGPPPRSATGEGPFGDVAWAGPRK
# OX1R antag: antagonists of human orexin 1 receptor (OX1R); 330,000 tested, 1.8% active; Orexin/Hypocretin receptor type 1 (Homo sapiens), O43613; OX1R-expressing cells, FRET antagonist read-out; AID 485270, 2010; inhibition, % at 6.6 µM; in the data active = inhibition mostly above about 38%, no sharp cut-off; inactive = mostly below about 40%;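 note: 0% = agonist challenge alone and 100% = reference antagonist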
# Active calls of the source: *; i = inactive; x = no result given; & = joins results of further samples.
SMILES,STK33 kinase inh,KCNQ2 block,OX1R antag
Cc1cc(-c2ccc(S(=O)(=O)N3CCN(c4cccc(C)c4C)CC3)s2)on1,0.9,i,19
COc1cc(/C=C/C(=O)OCC(=O)N2CCCc3ccccc32)ccc1OC(F)F,-1.4,i,17
Cc1cccc(-n2ncc3c2CCCC3NC(=O)CCc2cccnc2)c1C (stereo not given),-1.2,i,-2
CSCC[C@@H](C(=O)NCCCCCCCCCCC(=O)N1CCN(C(=O)OC(C)(C)C)CC1)n1cc(CCO)nn1,-1.2,x,14
Cc1noc(NS(=O)(=O)c2ccc(NC(=O)c3nn(-c4ccc(F)cc4)ccc3=O)cc2)c1C,3.0,i,15
Cc1oc2c(c(C)cc3oc(=O)c(CC(=O)NCC(=O)NCC(=O)NCC(C)O)c(C)c32)c1C (stereo not given),1.5,i,x
COc1ccc(C(CNC(=O)c2ccc3c(c2)OCCO3)N(C)C)cc1 (stereo not given),0.3,i,10
C=C1CCN([C@@H](Cc2ccccc2)C(=O)N2CCOCC2)S(=O)(=O)c2ccccc21,0.3,i,22
CS(=O)(=O)Nc1ccc(S(=O)(=O)N2CCOCC2)cc1,-1.3,i,13
CCOC(=O)c1c(CSc2ccccc2)n(C)c2ccc(O)cc12,-5.0,i,26
COc1[nH]c(/N=C/c2ccccc2)c(C#N)c1C#N,-1.4,i,15
CCOc1ccc(/C=C(/NC(=O)c2ccccc2)C(=O)NCCC(=O)O)cc1,-1.4,i,21
COc1ccc(C(CNC(=O)COc2ccc(C)c(C)c2)N2CCCCC2)cc1 (stereo not given),x,i,11
C/C(=C\c1ccco1)C1C(C#N)=C(N)OC2=C1C(=O)CC(C)(C)C2 (stereo not given),1.1,i,16
Cc1ccc(C)c(Cn2cnc3c(oc4ccccc43)c2=O)c1,-0.6,i,13
N#CCC(=O)Nc1ccc(C(=O)OC(C(=O)Nc2cc(C(F)(F)F)ccc2Cl)c2ccccc2)cc1 (stereo not given),-2.1,i,13
O=C(CSc1cccc2cccnc12)N/N=C/c1cccc(O)c1,-2.6,i,46
COCCN(C(=O)Cn1c(C(F)(F)F)nc2ccccc21)c1c(N)n(Cc2ccccc2)c(=O)[nH]c1=O,-2.1,i,23
OC(COCc1ccccc1F)CN1CCCCC1 (stereo not given),-0.7,i,3
CCCOc1ccc(C2(C(=O)O)CCCC2)cc1,-2.1,i,4
CCOC(=O)c1cc2cc(OCc3ccccc3)ccc2nc1C,-1.5,i,2
CC(=O)N1c2ccc(S(=O)(=O)N3CCCC(C(=O)N4CCC(C)CC4)C3)cc2CC1C (stereo not given),0.5,i,11
COc1ccc(S(=O)(=O)N(C)CC(=O)NCc2ccco2)cc1OC,-0.8,i,5
CCN(CC)C(=O)C(C)N(C#N)c1nc(C)cc(C)n1 (stereo not given),-0.4,i,6
Cc1ccc(S(=O)(=O)N(CC(=O)N2CCOCC2)c2ccc(C(C)C)cc2)cc1,-1.1,i,12
COc1cc(CNc2ncn[nH]2)ccc1OCc1ccccc1C,0.3,i,28
O=C(CCN1C(=O)C2C3C=CC(C3)C2C1=O)N1CCN(c2ccc(F)cc2)CC1 (stereo not given),0.0,x,11
CN1[C@@H]2CCC[C@H]1CC(NC(=O)c1nn(C)c3ccccc13)C2 (stereo not given in full),-1.8,x,13
O=C(CSc1ccc(Br)cc1)NCC1CCCO1 (stereo not given),-0.8,i,15
COc1ccc(N(CC(=O)O)S(=O)(=O)c2c(C)n[nH]c2C)cc1,-1.3,i,7
CCN(CC)c1ccc(/C=C/C(=O)c2ccc(Br)cc2)cc1,0.1,i,15
CC(C)c1ccc(S(=O)(=O)N2CCN(CC(O)CN3CCOCC3)CC2)cc1 (stereo not given),0.0,x,-3
Fc1ccc(Oc2nccc(-c3ccc(Cl)cc3)n2)cc1,-0.2,i,43
CC(=O)NC(Cc1cnc[nH]1)C(=O)O (stereo not given),0.2,i,6
COc1ccccc1N1CCN(C(=O)CCNS(=O)(=O)c2ccc(Br)s2)CC1,-3.9,i,17
Cc1cc(C)n(-c2ccc(C(=O)OCc3ccccc3)cc2)n1,1.5,i,14
CCn1nc(CC(C)C)cc1C(=O)N1CCCC(Nc2ccc(OC)cc2)C1 (stereo not given),-0.5,i,14
COc1ccc(-c2[nH]ncc2CN2CCC(OCc3cccnc3)CC2)c(F)c1,-0.7,i,10
COc1ccc(S(=O)(=O)N(C)c2ccc(C(=O)Nc3ccccc3C(=O)N3CCOCC3)cc2)cc1OC,-1.6,i,12
Nc1nonc1C(=O)N/N=C/c1cccc([N+](=O)[O-])c1,-0.5,i,28
COC(=O)C(C)Oc1ccc(=O)[nH]n1 (stereo not given),0.8,i,10
Nc1c(-c2ccccc2)cnc2c(-c3ccccc3)cnn12,-0.9,i,12
COc1cccc(CN2CCN(Cc3ccc(C#CC(C)(C)O)s3)CC2CCO)c1 (stereo not given),-1.5,i,8
COc1ccc(Cl)cc1C(=O)NCCCN1CCOCC1,-0.6,i,14
Cc1ccc(S(=O)(=O)N2CCN(C(=O)CCN3C(=O)c4ccccc4C3=O)CC2)cc1C,0.6,i,7
CCOc1ccc(-c2nnc3sc(COc4ccc(Cl)cc4)nn23)cc1,0.5,i,17
N#CCSc1nc2scc(-c3cccs3)c2c(=O)n1CCc1ccccc1,0.0,-7*,1
Cc1ccc(CC2SC(=O)NC2=O)cc1Cl (stereo not given),-2.2,i,7
COc1ccc2ccccc2c1/C=N\NC(=O)c1cccnc1,-0.5,i,8
O=C(NCc1ccco1)C1CC(c2ccc(F)cc2)=NO1 (stereo not given),-3.3,i,6
O=C(NCCN1CCCC1)C(c1ccccc1)c1ccccc1,-1.0,i,33
CC(=O)Nc1c2c(nn1-c1cccc(Cl)c1)CS(=O)C2 (stereo not given),-1.2,i,7
COc1ccc(S(=O)(=O)N2CCN(C(=S)Nc3ccc(S(N)(=O)=O)cc3)CC2)cc1,-0.9,i,12
COC(=O)c1oc2ccc(Cl)cc2c1-n1cccc1,-1.1,i,24
Cc1noc(C)c1S(=O)(=O)N(C)C[C@H]1Oc2ccc(NC(=O)CCC(F)(F)F)cc2C(=O)N([C@H](C)CO)C[C@@H]1C,0.2,x,7
O=C(O)CCCNC(=O)C(c1ccccc1)c1ccccc1,-0.5&-0.2,i,2&7
O=C(NCc1nnc(SCc2ccc(F)cc2)n1-c1ccc(F)cc1)C12CC3CC(CC(C3)C1)C2,-1.1,i,0
CCOCCCNC(=O)C(NC(=O)c1cnccn1)c1ccc(OC)cc1 (stereo not given),-1.1,i,22
CN1C(=O)c2ccc(C(=O)NCc3ccco3)cc2C1=O,0.1,i,56
COc1ccc(N2CCN(CCCNS(=O)(=O)c3ccc4c(c3)oc(=O)n4C)CC2)cc1,-1.5,i,-1
# (further entries)
SMILES,STK33 kinase inh,KCNQ2 block,OX1R antag
COc1ccc(N(Cc2ccccc2)C(=O)c2ccccc2[N+](=O)[O-])cc1,-1.5,i,11
COC(=O)C1=CN(c2ccc(F)cc2)C=C(C(=O)OC)C1c1ccc([N+](=O)[O-])cc1,-1.1,i,x
CCOc1ccc(C(N)=O)cc1OC,-0.2,i,0
Cc1c(C)c2cc(Cl)c(OCC(=O)NCCCn3ccnc3)cc2oc1=O,-1.4,i,22
O=S(=O)(NCc1c(Cl)cccc1Oc1ccccc1)c1ccc(F)cc1,2.5,i,3
CN(C)c1ccc2c3c(cccc13)C(=O)N(c1ccccc1)C2=O,-0.2,i,20
COc1cccc(C(=O)NC(C)CCc2ccccc2)c1 (stereo not given),-1.6,i,6
CC1CCCCN1C(=O)CSc1ccc(-c2ccc(F)cc2)nn1 (stereo not given),-0.1,i,7
O=C(CCCN1C(=O)/C(=C\c2ccccc2)SC1=S)Nc1ccc(O)cc1,-1.8,i,24
CCCCn1c(N)c(N(CC(C)C)C(=O)CN2C(=O)NC3(CC(C)CC(C)(C)C3)C2=O)c(=O)[nH]c1=O (stereo not given),-1.6,i,19
CCc1ccc(S(=O)(=O)N2CCCC(N3CCN(c4ccc(OC)cc4)CC3)C2)cc1 (stereo not given),-0.8,i,17
OC(CCN1CCOCC1)c1ccccc1 (stereo not given),-1.2,i,6
CC(C)CN(Cc1c(O)ccc2c(=O)c(-c3ccccc3)coc12)CC(C)C,1.4,i,16
O=C(CCc1nc(-c2ccccc2F)no1)NC1CCN(Cc2ccccc2)CC1,-2.1,i,2
Cc1cc(C)c(C)c(S(=O)(=O)Nc2ccc(C(N)=O)cc2)c1C,1.1,i,6
CN(c1nc2ccccc2[nH]c1=O)C1CCCCC1,-0.9,i,15
O=C(NCc1ccccc1F)C1CCCN(C(=O)Nc2ccccc2)C1 (stereo not given),-0.8,i,18
CCN(CC)S(=O)(=O)c1ccc(N2CCOCC2)c(NC(=O)c2c3c(nc4ccccc24)CCC3)c1,-0.8,i,2
CCN(CC)C(=O)c1cccc(NC(=O)c2ccccc2OCc2c(C)noc2C)c1,0.9,x,10
Cc1coc2c1C(=O)C(=O)c1c-2ccc2c(C)cccc12,-0.8,i,19
Cc1cc(C(=O)OCC(=O)Nc2ccccc2[N+](=O)[O-])c2ccccc2n1,-1.0,i,41
CCn1cc(C(=O)NCCCOC(C)C)c(=O)c2cc(S(=O)(=O)N3CCC(C)CC3)ccc21,-1.0,i,1
COC(=O)CCCC1=CC2=CC(=O)C(C)(OC(=O)c3cccs3)C(=O)C2=CN1CCc1c[nH]c2ccccc12 (stereo not given),0.4,i,10
Cc1ccc(CNC(=O)CCn2nc(-c3ccc(Cl)cc3)ccc2=O)cc1,0.9,i,8
Cc1cn2c(-c3ccncc3)nnc2s1,-1.2,i,9
Cc1nc(SCC(=O)N(CC(C)C)C2CCS(=O)(=O)C2)c2c(C)c(C)sc2n1 (stereo not given),0.2,x,11
CN(C)S(=O)(=O)N(CC(=O)Nc1ccc(S(=O)(=O)N2CCCC2)cc1)c1ccccc1,-2.1,i,8
O=C(COc1ccc(F)cc1)Nc1nnc(S(=O)(=O)N2CCCC2)s1,-0.8,i,20
Cc1ccc(Nc2nnc(SC/C(O)=C(\C#N)c3nc4ccccc4[nH]3)s2)c(C)c1,0.1,i,16
COc1cc2c(cc1NC(=O)CSc1cccc[n+]1[O-])oc1ccccc12,1.2,i,17
O=C(NCCCN1CCCC1=O)C1CCCO1 (stereo not given),-1.0,i,15
O=C(O)C1C2C=CC(C2)C1C(=O)NCc1cccs1 (stereo not given),-0.6,i,25
CNc1oc(-c2cccs2)nc1C#N,-0.4,i,14
CN(C)C(=O)c1coc2nc3ccccc3nc12,3.1,i,8
CCN(CC)S(=O)(=O)c1ccc(C(=O)NCC2CCCCC2)cc1,0.8,i,16
COCCNC(=O)C(c1c[nH]c2ccccc12)N(C(=O)c1snc(C(N)=O)c1N)c1cccc(OC)c1 (stereo not given),-0.1,i,2
CCOc1ccc(CCNc2nc3ccccc3n3cnnc23)cc1OCC,-1.0,i,32
Cc1c(NC(=O)CN(c2ccc(F)cc2)S(=O)(=O)c2ccccc2)c(=O)n(-c2ccccc2)n1C,-1.6,i,14
COc1cc(S(=O)(=O)Nc2ccccc2)ccc1NC=O,1.3,i,6
C=C1c2ccccc2NC(=O)N1c1ccc(C)cc1,-1.3,i,11
CCN(CC(=O)NCc1ccc(F)cc1)CC(=O)Nc1cc(S(=O)(=O)N(C)C)ccc1C,-1.2,x,-1
O=C(O)CCC(=O)Nc1cccc(-c2csc(-c3ccccc3)n2)c1,-3.9,i,19
CC(=O)c1c[nH]c(C(=O)Nc2ccc(N3CCCCCC3)cc2)c1,-0.9,x,8
CC(C)CCn1nc(C(=O)OC(C)C(=O)NC(N)=O)c2ccccc2c1=O (stereo not given),1.0,i,22
C=CCSc1nc2c(c(=O)[nH]c(=O)n2C)n1Cc1ccccc1,-1.2,i,7
CC(CN1CCOCC1)OC(=O)Cc1ccc(Cl)cc1 (stereo not given),-1.3,i,3
Cc1cc(C(=O)N/N=C/c2sc(N3CCOCC3)nc2-c2ccccc2)c(C)o1,0.3,i,15

# Entries shown so far containing an NH in an aromatic ring (14):
SMILES,STK33 kinase inh,KCNQ2 block,OX1R antag
COc1[nH]c(/N=C/c2ccccc2)c(C#N)c1C#N,-1.4,i,15
COCCN(C(=O)Cn1c(C(F)(F)F)nc2ccccc21)c1c(N)n(Cc2ccccc2)c(=O)[nH]c1=O,-2.1,i,23
COc1cc(CNc2ncn[nH]2)ccc1OCc1ccccc1C,0.3,i,28
COc1ccc(N(CC(=O)O)S(=O)(=O)c2c(C)n[nH]c2C)cc1,-1.3,i,7
CC(=O)NC(Cc1cnc[nH]1)C(=O)O (stereo not given),0.2,i,6
COc1ccc(-c2[nH]ncc2CN2CCC(OCc3cccnc3)CC2)c(F)c1,-0.7,i,10
COC(=O)C(C)Oc1ccc(=O)[nH]n1 (stereo not given),0.8,i,10
CCCCn1c(N)c(N(CC(C)C)C(=O)CN2C(=O)NC3(CC(C)CC(C)(C)C3)C2=O)c(=O)[nH]c1=O (stereo not given),-1.6,i,19
CN(c1nc2ccccc2[nH]c1=O)C1CCCCC1,-0.9,i,15
COC(=O)CCCC1=CC2=CC(=O)C(C)(OC(=O)c3cccs3)C(=O)C2=CN1CCc1c[nH]c2ccccc12 (stereo not given),0.4,i,10
Cc1ccc(Nc2nnc(SC/C(O)=C(\C#N)c3nc4ccccc4[nH]3)s2)c(C)c1,0.1,i,16
COCCNC(=O)C(c1c[nH]c2ccccc12)N(C(=O)c1snc(C(N)=O)c1N)c1cccc(OC)c1 (stereo not given),-0.1,i,2
CC(=O)c1c[nH]c(C(=O)Nc2ccc(N3CCCCCC3)cc2)c1,-0.9,x,8
C=CCSc1nc2c(c(=O)[nH]c(=O)n2C)n1Cc1ccccc1,-1.2,i,7
